ERa coact inh – ERα–SRC-1 coactivator interaction inhibitors, primary screen, biochemical, TR-FRET, ERα LBD, estradiol-bound; Estrogen receptor (Homo sapiens), P03372; TR-FRET ER-alpha LBD / SRC-1 peptide; inhibition, % at 25.6 µM; actives 1.7% (n = 86,000); AID 629, 2007; in the data active means inhibition above about 50%;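 further: 0% = receptor plus peptide control and 100% = peptide only without receptor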
Plk1 PBD FP – Plk1 polo box domain binding inhibitors, primary screen, biochemical, fluorescence polarization. inhibition, %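 (tested at about 20 µM)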. Plk1 PBD phosphopeptide binding. actives 0.13% (n = 97,000); in the data active means inhibition above about 34%, passing the limit was not always enough
Target sequence (P53350 whole entry, looked up, the tested form may be a part): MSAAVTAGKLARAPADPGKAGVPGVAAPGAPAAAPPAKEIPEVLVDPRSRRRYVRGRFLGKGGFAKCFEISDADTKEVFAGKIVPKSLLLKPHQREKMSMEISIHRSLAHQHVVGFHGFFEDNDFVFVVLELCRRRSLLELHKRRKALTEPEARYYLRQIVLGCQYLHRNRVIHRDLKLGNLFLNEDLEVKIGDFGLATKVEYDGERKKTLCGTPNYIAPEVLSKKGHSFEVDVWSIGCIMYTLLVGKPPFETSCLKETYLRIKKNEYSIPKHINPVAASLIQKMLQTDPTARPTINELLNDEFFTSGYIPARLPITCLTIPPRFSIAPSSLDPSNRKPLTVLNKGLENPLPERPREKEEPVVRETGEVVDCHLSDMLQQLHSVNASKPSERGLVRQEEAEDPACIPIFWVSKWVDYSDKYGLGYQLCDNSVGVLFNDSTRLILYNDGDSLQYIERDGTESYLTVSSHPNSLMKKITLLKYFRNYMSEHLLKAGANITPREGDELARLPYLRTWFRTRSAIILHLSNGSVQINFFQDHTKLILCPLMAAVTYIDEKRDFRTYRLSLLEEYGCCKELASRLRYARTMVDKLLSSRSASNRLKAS
Mac1 fbg enh – enhancers of CD11b/CD18 adhesion to fibrinogen, primary screen, K562 cells, luminescence; activation, % at 10 µM; Integrin beta-2 (Homo sapiens) + Integrin alpha-M (Homo sapiens), P05107+P11215; AID 1499, 2009; ATPlite luminescence; actives 0.07% (n = 93,000);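 active means 10 µM primary screen giving 50% or more activity, confirmed by 40% or more on retest at that dose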; further: strong numbers were not always called active
Mac1 fbg inh – inhibitors of CD11b/CD18 adhesion to fibrinogen, primary screen, K562 cells, luminescence; actives 0.54% (n = 93,000); Integrin beta-2 (Homo sapiens) + Integrin alpha-M (Homo sapiens), P05107+P11215; ATPlite luminescence; Mn2+ added to activate the integrin; AID 1497, 2009; inhibition, % at 10 µM;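 active means primary inhibition of 50% or more at 10 µM, then 40% or more on retest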; further: some results filed as inactive read as strong as hits
HIV Rev-RRE inh – HIV-1 Rev-RRE binding inhibitors, primary screen, biochemical, FRET, protein-RNA interaction; inhibition, % at 8 µM; actives 0.79% (n = 97,000); Rev peptide-RRE RNA binding;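 active means inhibition above the screen-wide mean plus 3 SD, cut at about 35% in these data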;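 further: 0% = median DMSO wells and 100% = median Neomycin B control wells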
Target sequence (P05866 whole entry, looked up): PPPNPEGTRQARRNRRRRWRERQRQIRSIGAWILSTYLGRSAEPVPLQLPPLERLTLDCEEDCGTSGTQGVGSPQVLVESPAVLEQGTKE
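Test system: labelled RRE RNA duplex and labelled Rev peptide. Times: 5 min compound–RNA preincubation, then 15 min with peptide, 25 °C. Doses: single-dose 8 µM. Measured by: FRET, excitation 480 nm, emission 540 nm donor and 671 nm acceptor. Measure: % inhibition of FRET ratio versus controls.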
FAK blocker – FAK kinase inhibitors, primary screen, biochemical. inhibition, %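 (tested at 7 µM)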. actives 0.84% (n = 97,000). biochemical FAK kinase activity assay. Focal adhesion kinase 1 (Homo sapiens), Q05397; in the data active means inhibition above about 19%;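 further: 0% = DMSO and 100% = reference compound high control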
PLK1 inh – human PLK1 kinase inhibitors, primary screen, biochemical, TR-FRET; recombinant PLK1 kinase, TR-FRET peptide phosphorylation; AID 619, 2007; actives 0.53% (n = 97,000); inhibition, % at 10 µM;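 active means inhibition of 50% or more in the single-concentration screen; inactive means inhibition below 50%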;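 further: 0% = DMSO max control and 100% = H-89 dihydrochloride min control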
ERb SRC1 inh – inhibitors of ERβ-SRC1 coactivator interaction, primary screen, biochemical, TR-FRET, ERβ LBD, SRC-1 peptide. inhibition, % at 25.6 µM. actives 1.3% (n = 86,000). TR-FRET ER-beta LBD / SRC1-Cy5 peptide binding; receptor agonist-loaded with 1 µM estradiol. AID 633, 2007;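 active means compounds whose percent inhibition of the receptor-coactivator binding signal exceeds about 50% in the single-dose screen, limit read from the data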;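 further: 0% = receptor plus peptide wells without compound and 100% = peptide-only wells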
ERa coact pot – enhancers of ERα–SRC-1 coactivator binding, primary screen, biochemical, TR-FRET, ERα LBD, low estradiol. TR-FRET ERalpha-LBD/SRC-Cy5 coactivator binding, 2 h; 100 = basal binding, no effect. coactivator binding (% of control), % at 25.6 µM. actives 1.3% (n = 86,000). AID 639, 2007; in the data active means activity above about 200%;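 further: binding measured in presence of low estradiol as agonist stimulus; 0% = peptide alone without receptor and 100% = receptor with peptide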
* = called active by the depositor; · = not tested or not shown; [ ] = another dose, or the depositor's remark.

SMILES	ERa coact inh	Plk1 PBD FP	Mac1 fbg enh	Mac1 fbg inh	HIV Rev-RRE inh	FAK blocker	PLK1 inh	ERb SRC1 inh	ERa coact pot
Cc1cc(N2CCN(C/C=C/c3ccccc3)CC2)n2ncnc2n1	-14	·	1	35	·	·	·	-9	125
CCOC(=O)c1c(C)oc(NC(=O)COc2ccc(Cl)cc2C)c1C#N	-6	-22	-2	23	4	0	-13	-4	109[fluorescence artefact?]
O=C(c1ccco1)N1CCN(CC2CC3C=CC2C3)CC1 (stereo not drawn)	-5[fluorescence artefact?]	10	-2	-17	-4	0	-5	-9	124[fluorescence artefact?]
CC(C)(C)C(=O)/C(C#N)=c1\s/c(=C\c2ccncc2)c(=O)n1CCCN1CCOCC1	1	·	-4	2	·	·	·	2	107
O=C1c2ccccc2-c2ccc(C(=O)N3CCOCC3)cc21	-4	2	-3	-7	4	-2	-12	4	104
CCOC(=O)c1nnc(-c2ccc(C)cc2)nc1Sc1ccc(Cl)cc1	-9	-12	48	-8	10	2	-8	11	136
CCN(CC)c1ccc(NC(=O)COc2ccc(C)cc2)cc1	13	-25	-4	2	-2	0	-5	20	59[fluorescence artefact?]
Cc1nc(S(=O)(=O)c2cccc(Cl)c2)nc2c1CCC2	·	-16	·	·	6	11	-6	·	·
CCn1c2ccc(/C(C)=N\O)cc2c2cc(/C(C)=N\O)ccc21	·	-35	-3	3	18	6	-1	·	·
Cn1c(SCC(=O)N2CCOCC2)nnc1-c1ccc(NC(=O)c2ccccc2F)cc1	·	6	0	-6	1	3	-9	·	·
CCOC(=O)N1CCN(C(=O)CS(=O)(=O)c2cn(Cc3ccccc3Cl)c3ccccc23)CC1	6	9	0	-2	4	-8	-8	2	94
CCN(CCCNC(=O)CN(C)S(=O)(=O)c1cccc2nsnc12)c1cccc(C)c1	3	32	-7	10	-3	-3	9	-14[fluorescence artefact?]	104
Cc1noc(C)c1S(=O)(=O)N1CCC2(CC1)OCCO2	-8	5	·	·	3	-3	-11	-4	111
c1csc(-c2nn3c(-c4ccncc4)nnc3s2)c1	-3	·	-3	-2	·	·	·	0	103
COc1ccc(OC)c(NC(=O)C2CCCCC2C(=O)O)c1 (stereo not drawn)	0	-18	-6	-2	8	-3	-9	3	109
O=C(NCc1cccnc1)C1c2ccccc2C(=O)N1C1CCCCCCC1 (stereo not drawn)	3	-13	·	·	7	0	-11	1	121
Cc1nc(N2CCN(c3ccccc3)CC2)[nH]c(=O)c1Cc1cccc2ccccc12	4	45	1	-1	0	-4	-5	6[fluorescence artefact?]	90
COc1ccc(C2C(C#N)=C(N)OC3=C2C(=O)CC(C)(C)C3)c([N+](=O)[O-])c1OC (stereo not drawn)	·	-9	·	·	4	0	-12	·	·
CCOC(=O)c1[nH]c(C)c(C(=O)Nc2ccc(C)cc2C)c1C	-7	-10	-1	6	6	-2	-11	-6	109
CC1(C)CC(=O)C(C=NCCN2CCOCC2)=C(O)C1	-9	0	-3	-4	4	-7	-11	-8	114
C=CCn1c(N)c(C(=O)OCCC)c2nc3ccccc3nc21	23[fluorescence artefact?]	14	-2	-1	3	-1	-5	2	88
Cn1c(=O)n(-c2cccc(Cl)c2)c(=O)c2c3c(sc21)COC(C)(C)C3	-3	-16	·	·	7	3	-6	-7	103
O=C(O)[C@H](Cc1ccccc1)NC(=O)N1CCOCC1	4[fluorescence artefact?]	2	-5	2	3	3	0	5[fluorescence artefact?]	122
Cc1ccc(Nc2cc(C)nn2-c2nc(C)cc(C)n2)cc1	2	-3	-2	-19	1	-2	-8	-8	105

Compound profiles, as listed above. Screens in order: ERa coact inh	Plk1 PBD FP	Mac1 fbg enh	Mac1 fbg inh	HIV Rev-RRE inh	FAK blocker	PLK1 inh	ERb SRC1 inh	ERa coact pot
`Cc1nc(N2CCN(c3ccccc3)CC2)[nH]c(=O)c1Cc1cccc2ccccc12` as listed: 4	45	1	-1	0	-4	-5	6[fluorescence artefact?]	90
`C=CCn1c(N)c(C(=O)OCCC)c2nc3ccccc3nc21` as listed: 23[fluorescence artefact?]	14	-2	-1	3	-1	-5	2	88

Next section.
SMILES	ERa coact inh	Plk1 PBD FP	Mac1 fbg enh	Mac1 fbg inh	HIV Rev-RRE inh	FAK blocker	PLK1 inh	ERb SRC1 inh	ERa coact pot
O=C(CCc1nc2ccccc2s1)OCC(=O)N1CCN(C(=O)c2ccco2)CC1	-2	-13	2	-15	-4	0	-14	6	103
CCN(C(=O)c1cc2ccccc2oc1=O)c1ccccc1	-16	-3	-3	-6	5	0	-7	4	81
COC(=O)NCC(c1cccnc1)N1CCN(c2ccccc2OC)CC1 (stereo not drawn)	-4	9	·	·	2	5	0	-3	120
Cc1nc2cc(N3CCCCC3)c(NC(=O)c3ccncc3)cc2c(=O)n1Cc1ccccc1	·	-9	5	17	4	-2	4	·	·
CCN=C1SC(CC(=O)Nc2ccccc2)C(=O)N1CC (stereo not drawn)	·	-11	3	-6	4	0	-15	·	·
O=C(Cn1nnc(-c2ccncc2)n1)Nc1ccc2c(c1)CCC2	·	-12	3	8	9	5	4	·	·
CC(C)OCCCNS(=O)(=O)c1ccc2c(c1)OCCO2	-3	-20	0	-32	6	1	-12	-3[fluorescence artefact?]	132
C=CCc1ccc(OCCCCCN2CCOCC2)c(OC)c1	-9	12	0	7	2	-2	-7	-6	101
CC(C)(C)C(=O)CC1(O)C(=O)N(Cc2ccccc2)c2ccccc21 (stereo not drawn)	-5[fluorescence artefact?]	-2	-1	-37	-1	-1	-9	-5	175
Cc1cc(C)c2c(=O)n(CC(=O)N3CCC(Cc4ccccc4)CC3)sc2n1	4	·	-3	0	·	·	·	8[fluorescence artefact?]	80
Cc1cc(N2C(=O)CC(Cc3ccccc3)C2=O)no1 (stereo not drawn)	10	-1	1	-4	5	5	-7	26	90[fluorescence artefact?]
CCOC(=O)C(C(=O)Nc1nccs1)C1CCCCC1 (stereo not drawn)	4	6	-1	-23	2	2	-12	-7	130

Part of the list above, showing only PLK1 inh, ERa coact inh and ERb SRC1 inh.
mol	PLK1 inh	ERa coact inh	ERb SRC1 inh
CC(C)OCCCNS(=O)(=O)c1ccc2c(c1)OCCO2	-12	-3	-3[fluorescence artefact?]
COC(=O)NCC(c1cccnc1)N1CCN(c2ccccc2OC)CC1 (stereo not drawn)	0	-4	-3
CCN(C(=O)c1cc2ccccc2oc1=O)c1ccccc1	-7	-16	4
CC(C)(C)C(=O)CC1(O)C(=O)N(Cc2ccccc2)c2ccccc21 (stereo not drawn)	-9	-5[fluorescence artefact?]	-5
C=CCc1ccc(OCCCCCN2CCOCC2)c(OC)c1	-7	-9	-6
O=C(CCc1nc2ccccc2s1)OCC(=O)N1CCN(C(=O)c2ccco2)CC1	-14	-2	6

(more compounds)
SMILES	ERa coact inh	Plk1 PBD FP	Mac1 fbg enh	Mac1 fbg inh	HIV Rev-RRE inh	FAK blocker	PLK1 inh	ERb SRC1 inh	ERa coact pot
Cc1sc(NC(=O)C2CCCCC2C(=O)O)c(C(N)=O)c1-c1ccccc1 (stereo not drawn)	·	30	·	·	1	-1	-15	·	·
Cc1nnc(N(C)C(=O)c2ccccn2)s1	-1	14	·	·	6	2	-4	-3	96
CC1CCN(C(=O)Nc2ccc3nsnc3c2)CC1	-7	20	·	·	5	2	-8	-3	120
COc1ccccc1N1CCN(Cc2cccc(OC)c2OC)CC1	-7[fluorescence artefact?]	·	-1	-12	·	·	·	3	91
O=C(COc1ccccc1)Nc1nn[nH]n1	-10	-27	0	-8	2	0	-5	-5[fluorescence artefact?]	91
Cc1occc1C(=O)NCc1ccccc1	3	-1	·	·	11	3	-14	4	96[fluorescence artefact?]
O=C1Nc2cc(C(=O)N3CCOCC3)ccc2SC1N1CCOCC1 (stereo not drawn)	2	-20	·	·	19	-2	2	-2	110
CCOc1ccccc1NC(=O)C1CC2CCCC(C1)C2=O (stereo not drawn)	-1	-10	0	0	1	-1	-9	0	91[fluorescence artefact?]
C=CCN1C(=O)C(Cc2cccc(Cl)c2)S/C1=N/N=C/c1ccco1 (stereo not drawn)	·	28	0	-22	6	-4	-4	·	·
CCN=C1SC(C(N)=O)CC(=O)N1CC (stereo not drawn)	-2	-17	-1	-13	4	-1	3	6	119[fluorescence artefact?]
Cn1c(-c2ccc(C=O)s2)nc2c3ccccc3c3ccccc3c21	32[fluorescence artefact?]	-25	20	8	81*	-4	-21	-1[fluorescence artefact?]	364*[fluorescence artefact?]
O=C1CSC(c2ccccn2)N1c1ccc2ccccc2c1 (stereo not drawn)	-5	3	0	-3	6	1	-16	-11	114
Cc1cc(C)c(C)c(OCCCn2ccnc2)c1	-9	28	2	-22	-1	-1	-6	-9	107
O=C(Nc1ccc(N2CCCC2=O)cc1)c1cccc(F)c1	-4	-11	-5	-24	3	5	-9	-6	108
O=C(Nc1ccc(N2CCOCC2)cc1)C1CC1	2	12	2	-27	6	-1	-10	12	103
N#Cc1cccc(C(c2nnnn2CCc2ccccc2)N2CCN(C3CCCCC3)CC2)c1 (stereo not drawn)	-5	12	-3	4	11	-2	0	-4	109
Cc1ccc(-c2nc(CS(=O)CC(=O)NCc3ccccn3)c(C)o2)cc1 (stereo not drawn)	-7	4	-3	-3	0	-2	-11	-6	130
O=C(CSC1CC(=O)N(CCc2ccccc2)C1=O)Nc1ccc(Br)cc1 (stereo not drawn)	·	8	-2	-11	16	2	-6	·	·
Nc1nc(N2CCOCC2)nc(N(c2ccccc2)c2ccccc2)n1	-4	-1	-1	-4	6	1	-18	14	120
O=C(O)CN(Cc1ccco1)S(=O)(=O)c1ccc(F)cc1	-1	-7	·	·	9	-6	-17	-2	120
CCn1cc(NC(=O)Nc2ccc(OC)c(OC)c2)c(C(N)=O)n1	2	-4	·	·	-2	-4	-9	2	104
O=C(c1ccc(CNS(=O)(=O)c2ccccc2)cc1)N1CCN(Cc2ccccc2)CC1	7[fluorescence artefact?]	21	2	19	12	0	9	-3[fluorescence artefact?]	104
Cc1ccsc1-c1nc(-c2ccccc2)c(-c2ccccc2)[nH]1	·	5	-3	-3	10	1	-12	·	·
COc1ccc(S(=O)(=O)N2CCSC2c2ccc(N)cc2)cc1 (stereo not drawn)	-8	12	0	-24	1	0	-10	-11	135
Cc1nn(Cc2ccc(Cl)cc2)c(C)c1NC(=O)C1CC=CCC1C(=O)O (stereo not drawn)	6[fluorescence artefact?]	-1	-1	9	4	-1	-8	-3[fluorescence artefact?]	110[fluorescence artefact?]
CC(=O)c1ccc(NC(=O)CSc2nnc(Cc3cccn3C)n2-c2ccc(F)cc2)cc1	6	4	3	0	-3	1	-5	-22	103
Cc1nc(S(=O)(=O)c2ccc(Cl)cc2)nc2c1CCC2	·	11	·	·	6	12	-11	·	·
Cc1ccc(NC(=O)CS(=O)CC(=O)Nc2ccc3c(c2)OCO3)cc1Cl (stereo not drawn)	31	-4	41	-14	0	16	-3	12	103
COc1cccc2cc(C(=O)C3=C(O)C(=O)N(Cc4ccco4)C3c3cccnc3)oc12 (stereo not drawn)	7	15	0	9	6	-6	6	21	94
O=C(c1cn(-c2ccccc2)nc1-c1cccnc1)N1CCCCC1	93*[fluorescence artefact?]	-15	-1	-1	-3	0	-6	-4[fluorescence artefact?]	118[fluorescence artefact?]
